Screens from PubChem BioAssay.
Growth percent in the NCI-60 one-dose screen (48 h, 10 µM unless noted): 100 = growth as untreated, 0 = no growth, -100 = all killed.
UO-31: UO-31 renal cancer | AID 1794768 | 5.2% of 81,000 active
DU-145: DU-145 prostate cancer; 4.2% of 81,000 active; AID 1794760
SN12C: SN12C renal cancer cells | 3.8% of 81,000 active
U251: U251 CNS tumor cells | 5.4% of 80,000 active
PC-3: PC-3 prostate cancer cells | 3.9% of 80,000 active
SF-268: SF-268 CNS cancer cells | 3.1% of 82,000 active
SF-539: SF-539 CNS cancer; AID 1794752; 6.8% of 81,000 active
786-0: 786-0 renal cancer cells; AID 1794775; 5.1% of 81,000 active
SF-295: SF-295 CNS cancer cells. 5.6% of 79,000 active. AID 1794758
Active calls of the source: *; / = no result given; & = joins results of further samples. How the source made its calls: active means growth percent below 10; inactive means the rest.

SMILES	UO-31	DU-145	SN12C	U251	PC-3	SF-268	SF-539	786-0	SF-295
ClCC1CSC(c2ccccc2)O1 (stereo unspecified)	93.4	109.6	110.6	/	108.3	108.1	102.0	97.0	/
CCCCn1cnc2c(SCC(=O)O)nc(N)nc21	86.5	111.2	103.1	102.1	101.2	104.1	99.4	103.2	95.9
C[C@@]12CC[C@H]3[C@H](CNCCc4ccccc4F)C(=O)O[C@@H]3C13C=CC(=O)[C@]32C (stereo partly specified)	76.3	90.0	103.0	98.6	91.8	101.6	103.7	115.5	109.2
O=C1C=C(NS(=O)(=O)c2ccccc2)C(=O)c2ccccc21	69.9	98.1	88.3	52.8	76.6	114.5	101.6	92.9	53.7
Cc1ccc(S(=O)(=O)Nc2ccc([N+](=O)[O-])cc2)cc1	70.3	92.9	82.7	89.2	86.0	102.8	97.4	94.7	96.1
COc1cc(OC)c2oc(=O)cc(-c3nc4cc(Cl)c(F)cc4s3)c2c1	65.5	73.7	79.7	72.5	66.3	82.5	81.5	90.1	74.0
COc1ccc(C2c3ccc4ccccc4c3Oc3nc(C)[nH]c(=O)c32)cc1 (stereo unspecified)	-97.5*	114.3	99.4	102.7	96.0	94.3	96.8	106.9	105.4
C/C(=N\NC(=O)c1nc(N)n(-c2ccc(S(N)(=O)=O)cc2)n1)c1ccccc1	79.9	106.9	99.2	92.2	91.9	97.6	96.2	92.7	104.5
CCCCOC(c1ccccc1)N1CCCCC1 (stereo unspecified)	86.4	106.2	103.9	92.8	91.6	99.5	/	99.9	103.1
COc1nccc2cc3c(=O)n4c(cc5cc(Cl)ncc54)c(=O)n3c12	67.4	107.6	99.9	101.4	94.8	101.6	101.6	108.2	95.1
CCCC(=O)OCc1ccccc1	77.0	103.1	96.7	98.8	93.8	96.6	96.6	105.7	104.7
CC(C)C(C#N)c1ccccc1 (stereo unspecified)	86.3	112.0	99.3	101.4	109.2	109.1	93.8	104.6	101.7
O=C(/C=C/Nc1ccccc1)c1cc2cc(Br)ccc2oc1=O	82.1	104.4	99.5	93.2	90.3	90.3	94.2	98.2	100.3
O=C(NNC(=S)Nc1cccnc1)c1cc2ccc1CCc1ccc(cc1)CC2	83.2	46.5	67.4	63.5	64.6	85.1	97.1	/	67.7
O=C1Nc2ccccc2C(c2c[nH]c3ccccc23)N1Cc1ccccc1 (stereo unspecified)	69.8	112.0	93.2	95.0	73.1	101.4	97.2	103.4	83.5
COc1c(B(O)O)cccc1-c1nc2c(F)cc3n[nH]c(C)c3c2c2c1CCCC2	-2.8*	15.0	19.3	13.6	27.3	17.5	4.1*	19.8	/
Clc1ccc(C=NCCCN=Cc2ccc(Cl)cc2)cc1	90.2	107.3	102.5	93.0	94.2	110.3	103.2	107.9	100.3
CCOC(=O)Oc1c(OC)cc(C(=O)c2ccc(OC)c(O)c2OC)cc1OC	46.9	13.8	46.0	23.5	22.8	48.7	-15.7*	21.2	22.6
CC(O)C(C)(C)S(=O)(=O)CCCc1ccccc1 (stereo unspecified)	91.1	107.9	99.2	99.6	93.4	101.4	109.7	107.5	102.6
C#CCOC(=O)[C@@H]1CCCN1C(=O)OC(C)(C)C	92.5	107.9	102.4	100.9	104.2	101.0	97.9	99.6	101.9

In another format: 9 of the compounds above
compound,UO-31,DU-145,SN12C,U251,PC-3,SF-268,SF-539,786-0,SF-295
CC(C)C(C#N)c1ccccc1 (stereo unspecified),86.3,112.0,99.3,101.4,109.2,109.1,93.8,104.6,101.7
O=C(/C=C/Nc1ccccc1)c1cc2cc(Br)ccc2oc1=O,82.1,104.4,99.5,93.2,90.3,90.3,94.2,98.2,100.3
O=C(NNC(=S)Nc1cccnc1)c1cc2ccc1CCc1ccc(cc1)CC2,83.2,46.5,67.4,63.5,64.6,85.1,97.1,/,67.7
O=C1Nc2ccccc2C(c2c[nH]c3ccccc23)N1Cc1ccccc1 (stereo unspecified),69.8,112.0,93.2,95.0,73.1,101.4,97.2,103.4,83.5
COc1c(B(O)O)cccc1-c1nc2c(F)cc3n[nH]c(C)c3c2c2c1CCCC2,-2.8*,15.0,19.3,13.6,27.3,17.5,4.1*,19.8,/
Clc1ccc(C=NCCCN=Cc2ccc(Cl)cc2)cc1,90.2,107.3,102.5,93.0,94.2,110.3,103.2,107.9,100.3
CCOC(=O)Oc1c(OC)cc(C(=O)c2ccc(OC)c(O)c2OC)cc1OC,46.9,13.8,46.0,23.5,22.8,48.7,-15.7*,21.2,22.6
CC(O)C(C)(C)S(=O)(=O)CCCc1ccccc1 (stereo unspecified),91.1,107.9,99.2,99.6,93.4,101.4,109.7,107.5,102.6
C#CCOC(=O)[C@@H]1CCCN1C(=O)OC(C)(C)C,92.5,107.9,102.4,100.9,104.2,101.0,97.9,99.6,101.9

(cont.)
SMILES	UO-31	DU-145	SN12C	U251	PC-3	SF-268	SF-539	786-0	SF-295
Cc1ccc(N(C(=O)C2CC2c2ccc(F)c(F)c2)C(C(=O)NCCN2CCOCC2)c2ccc(Cl)cc2)cc1 (stereo unspecified)	69.9	93.6	86.1	78.2	59.0	93.4	98.1	86.0	82.0
N[C@@H](Cc1ccccc1)[C@@H](O)C(=O)NCCN1CCOCC1	92.5	110.4	97.1	100.8	101.1	107.8	101.1	97.0	97.8
COC(=O)c1nc(-c2ccc(C)cc2)oc1Sc1ccc(C)cc1	82.6	110.1	96.0	94.3	78.4	103.0	96.8	95.7	114.5
COC(=O)[C@]1(C)N[C@H](c2cn(-c3ccccc3)nc2C)[C@@H]2C(=O)N(c3ccc(C)cc3)C(=O)[C@@H]21	88.0	119.0	104.6	104.7	102.8	107.0	/	94.3	114.0
C=CC[Si](c1ccccc1)(c1ccccc1)c1ccccc1	81.8	107.3	106.4	101.8	107.3	99.8	105.5	95.8	104.4
Cc1ccc(N2C(=O)NC(c3ccccc3)=CC2c2ccc(N(C)C)cc2)cc1 (stereo unspecified)	74.7	105.1	100.6	92.6	91.4	100.8	100.8	92.9	101.0
Clc1ccc(Cl)c(N=Cc2ccc3c(c2)OCO3)c1	86.6	120.2	105.0	104.3	107.5	104.6	116.3	109.9	105.9
CC1(C)NC(=S)c2ccccc2NC1=S	78.4	106.9	95.6	96.2	99.2	94.3	99.7	102.3	100.1
CCOC(=O)C(=O)Nc1ccc2c(ccn2C(=O)c2cccc(F)c2)c1	88.2	67.7	101.3	105.1	99.6	99.0	91.5	97.6	92.0
O=C1CCC(N2Cc3cc(NC(=O)COc4ccccc4)ccc3C2=O)C(=O)N1 (stereo unspecified)	28.5	111.0	73.6	86.8	37.7	87.3	78.4	71.8	71.5
O=C1c2ccccc2C(=O)c2sc(Nc3cccc(Cl)c3)nc21	-5.5*	-93.9*	-71.3*	-47.3*	3.0*	-7.5*	-91.5*	8.8*	66.2
C=C(C)Cc1c(C)c(Cl)cc(Cl)c1O	98.2	115.4	100.1	92.7	90.2	112.9	101.2	105.9	98.0
Nc1nc(N)c2c(n1)NC(c1sc(Cl)nc1Cl)CC(c1ccc(Cl)cc1)=N2 (stereo unspecified)	36.3	94.9	72.6	72.0	50.2	77.1	81.4	81.5	98.8
Brc1c(-c2ccncc2)nc2n1CCS2	94.5	115.9	91.7	91.3	84.5	107.2	118.8	26.3	101.7
N#CC1=C(Nc2ccccc2F)NC(c2cccc([N+](=O)[O-])c2)c2sc3c(F)cccc3c21 (stereo unspecified)	68.8	108.6	99.5	109.9	92.2	95.3	94.0	112.3	104.2
N/C(=N\N=C\c1ccc(Br)cc1)c1c(N)nc(=S)[nH]c1-c1ccc(Cl)cc1Cl	94.2	108.1	102.8	106.8	102.0	104.9	102.3	93.8	96.6
CC(C)[C@H]1NC(=O)[C@@H](CCCCn2cnnn2)NC(=O)[C@H](Cc2c[nH]c3ccccc23)NC(=O)[C@@H](Cc2ccc(O)cc2)NC(=O)[C@H](NC(=O)[C@@H](N)Cc2ccccc2)CSSC[C@H](C(=O)N[C@@H](Cc2c[nH]c3ccccc23)C(N)=O)NC1=O	85.7	107.1	/	115.6	115.4	103.0	98.0	116.8	98.4
O=C(CN1CCN(c2cc(=O)[nH]c3ccc(F)cc23)CC1)Nc1nc(-c2ccc(Cl)cc2)cs1	62.0	58.9	63.8	53.8	54.9	58.8	79.6	67.2	94.1
COc1ccc(NC(=S)/N=c2\oc3c(OC)cccc3cc2-c2cc3ccccc3[nH]2)cc1	95.2	62.6	84.7	75.7	58.4	73.0	26.4	65.0	84.6
C/C=C(/C)C(=O)O[C@@H]1[C@H](OC(C)=O)[C@@]2(CO)C(CC1(C)C)C1=CCC3[C@@]4(C)CC[C@H](O[C@@H]5O[C@H](C(=O)O)[C@@H](O[C@@H]6O[C@H](CO)[C@@H](O)[C@H](O)[C@H]6O)[C@H](O)[C@H]5O[C@@H]5O[C@H](CO)[C@@H](O)[C@H](O)[C@H]5O)[C@](C)(CO)C4CC[C@@]3(C)[C@]1(C)C[C@H]2O (stereo partly specified)	45.1	90.8	74.4	87.1	75.3	101.5	83.9	77.4	83.6
N#Cc1c(-c2ccc(Br)cc2)nc2n[nH]c(-c3ccc(Br)cc3)c2c1-c1ccc(F)cc1	65.3	115.6	85.2	96.7	89.0	128.6	97.4	101.9	98.9
O=C(O)CNc1ccc(O)cc1	103.6	105.4	102.7	98.8	97.1	98.3	107.2	110.5	100.5
CCOC(=O)N/N=C/c1ccc([N+](=O)[O-])cc1	100.4	113.1	104.7	103.6	103.4	112.1	98.6	85.8	93.4
O=C(/C=C/C(=O)N1CCc2ccccc2C1)N1CCc2ccccc2C1	80.7	122.7	125.5	107.9	101.4	119.2	93.7	97.5	119.7
CCCCCCN(CCCCCC)C(C)=O	104.2	114.7	105.2	93.8	102.6	103.5	110.4	110.6	99.8
COc1cc2oc(-c3cccc(C(=O)Nc4ccc(C)cc4)c3)cc(=O)c2c(O)c1OC	85.9	95.1	68.7	72.2	67.4	75.0	14.3	95.5	85.2
O=c1c2cccc3c(-c4ccc5c(c4)ncn5C4CCCCC4)ccc(c32)c2nc3ccccc3n12	51.5	92.2	75.7	88.7	58.4	89.1	89.7	95.3	71.1
COc1ccc(/C=c2\c(=O)n(-c3ccccc3)c3nn4c(n23)=NNCC(=O)C4)cc1	70.7	115.9	102.3	111.9	94.5	103.6	103.7	110.4	/
CN(C)CC1C2CCC(C2)C1O (stereo unspecified)	85.9	119.6	107.6	99.2	92.5	109.0	112.2	98.2	147.9
O=C(O)c1ccccc1C(=O)Nc1ccc(Cl)cc1	84.6	103.5	102.1	89.9	96.6	94.5	98.6	94.0	101.4
COc1ccc2nc(-c3nonc3-n3cccc3)[nH]c2c1	80.6	108.0	120.5	93.4	98.6	104.6	100.1	103.8	88.1
CN1CCC(O)CC1	98.5	108.3	100.7	110.3	98.9	100.5	101.6	111.2	97.0
O=C1/C=C/[C@@H](O)[C@@H]2C[C@@H](O)C[C@H]2/C=C/CCC[C@H](CCO)O1	18.1	16.6	10.5	20.7	19.6	12.4	31.7	-51.7*	12.1
O=c1[nH]c2cc(Cl)c(Cl)cc2n2cc3ncccc3c12	56.9	100.4	83.0	72.6	72.8	95.1	111.5	92.2	58.5
CC(=O)c1ccc(-n2ccc(C(F)(F)F)n2)cc1	90.8	101.3	95.4	99.4	102.1	97.1	97.6	96.3	99.4
C=CCOC(=O)[C@H](C)NC(=O)[C@@H]1CCCN1C(=O)CNC(=O)C(C)(C)C	90.3	107.3	103.4	105.7	76.2	105.0	98.1	100.6	101.9
CC(=O)OC1C=CN(C(C)=O)C(SC(C)(C)C)C1(C)O (stereo unspecified)	84.1	106.8	100.6	97.8	114.2	106.2	96.1	102.2	/
CCC1CCC(C)N(COC(=S)S)C1 (stereo unspecified)	99.0	109.3	117.2	103.6	97.0	104.3	113.7	100.2	97.4
O=C1Nc2ccccc2/C1=N/N=C/c1cccs1	77.2	108.6	98.9	103.8	91.5	100.3	91.4	105.0	102.6
Cc1cc(C)n2nc(NC(=O)c3ccccc3)c(C#N)c2n1	74.6	115.8	97.2	100.6	95.6	100.3	98.0	104.8	107.2
O=c1oc(NC2CCCCC2)c(N(Cc2ccccc2)Cc2ccccc2)c2ccccc12	105.9	109.8	95.0	91.4	75.0	105.4	/	92.8	89.1
c1cncc(-c2nnc3sc(-c4ccc5c(c4)OCCO5)nn23)c1	86.6&82.3	96.2&106.0	98.8&110.4	99.4&101.1	102.3&101.4	91.7&97.0	106.3&99.5	83.1&95.2	84.4&92.6
O=C(/C=C/c1sc(Cl)nc1Cl)c1ccc2c(c1)OCO2	76.4	103.0	71.6	74.2	70.5	85.0	95.4	98.5	94.1
O=C1NCCN1/N=C/c1c(Cl)n(Cc2ccc(Cl)cc2)c2ccccc12	72.4	89.4	85.8	75.5	89.0	104.2	87.2	96.5	74.2
CCC(=O)Oc1ccc(C(CN(C)C)OC(=O)C(c2ccccc2)c2ccccc2)cc1OC(=O)CC (stereo unspecified)	89.4	111.2	93.4	92.8	83.4	103.7	101.3	102.1	102.2
O=C(O)CNC1=C(Cl)C(=O)c2ccccc2C1=O	58.9	112.1	92.7	91.1	77.7	102.7	123.5	101.1	92.1
O=S(=O)(OCCCCCCOS(=O)(=O)c1ccc(F)cc1)c1ccc(F)cc1	88.9	81.4	93.1	81.0	83.7	82.5	88.2	89.5	90.9
CCCCCN(C(=O)CCC)c1ccccc1	101.6	104.7	101.2	101.7	93.7	102.9	104.6	97.3	97.7
O=C(O)[C@H]1/C(=C/CO)O[C@@H]2CC(=O)N21	82.3	118.3	105.6	95.0	90.3	115.4	104.6	96.9	99.3
